14-3-3 PPI = 14-3-3 gamma protein interaction modulation; inhibition, % at 40 µM; 160,000 compounds, 0.19% hits; FP, 14-3-3gamma / TMR-pS259-Raf peptide binding; P61981; in the data active = inhibition above about 30%;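 also: 0% = protein plus tracer without compound and 100% = blank with tracer alone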
Target sequence (P61981 whole entry, looked up): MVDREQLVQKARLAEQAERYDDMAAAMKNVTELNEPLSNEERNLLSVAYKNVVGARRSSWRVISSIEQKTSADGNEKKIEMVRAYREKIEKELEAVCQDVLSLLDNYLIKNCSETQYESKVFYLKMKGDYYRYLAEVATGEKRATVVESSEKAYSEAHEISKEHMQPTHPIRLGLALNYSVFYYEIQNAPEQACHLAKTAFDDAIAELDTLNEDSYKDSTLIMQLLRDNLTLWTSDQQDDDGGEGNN
Starred values were filed as active, the others as inactive; & = joins results of further samples.

`O=C(CC1N=C2c3ccccc3N=C(SCc3ccccc3Cl)N2C1=O)NCCc1ccccc1` (centres undefined) gave 14-3-3 PPI -69.2.
`CCOC(=O)Cc1csc(NC(=O)CSc2nnc(-n3nc(C)cc3C)c3ccccc23)n1` gave 14-3-3 PPI -0.3.
`Brc1ccc(Oc2nnnn2-c2ccccc2)cc1` gave 14-3-3 PPI -3.5&-5.2.
For NC(=O)C1CCN(C(=O)c2ccc3c(c2)N(Cc2ccccc2F)C(=O)c2ccccc2S3)CC1 the results were 14-3-3 PPI -5.1.
CC1(C)OC(=O)C(=CNC(CCC(N)=O)C(=O)O)C(=O)O1 (centres undefined) was read as 14-3-3 PPI 6.8.
CCNc1nc(NC(C)C)nc(SCCOc2ccc(C)cc2)n1 was read as 14-3-3 PPI -4.9.
Screening Cc1cccn2cc(CNc3ccccc3)nc12 returned 14-3-3 PPI -3.4.
`COc1ccccc1-c1noc(-c2ccccc2C(=O)N2CCOCC2)n1` gave 14-3-3 PPI -0.4.
COc1ccc(C2C(C(=O)Nc3ccccc3)=C(C)Nc3nc(-c4ccccc4Cl)nn32)cc1OC (centres undefined) was read as 14-3-3 PPI -2.1.
CCCCc1ccc(NC(=O)c2ccc(Br)cc2)cc1 was read as 14-3-3 PPI -8.1.
`Cc1[nH]n(-c2ccccc2)c(=O)c1C(c1ccccc1[N+](=O)[O-])c1c(C)[nH]n(-c2ccccc2)c1=O` gave 14-3-3 PPI -2.5.
For Nc1ccc(Oc2ccc(N)c([N+](=O)[O-])c2)cc1[N+](=O)[O-] the results were 14-3-3 PPI -11.9.
`Cc1cc2nnc(SC3CCOC3=O)n2c2ccccc12` (centres undefined) gave 14-3-3 PPI -4.5.
Screening COC(=O)c1ccc(CSc2nc(-c3ccco3)nc3c2c(=O)n(C)c(=O)n3C)o1 returned 14-3-3 PPI -36.5.
COC(=O)c1ccc(N2C(=O)CC(N3CCN(C(=O)c4ccco4)CC3)C2=O)cc1 (centres undefined) was read as 14-3-3 PPI 4.7.
C=CCn1c(SCC(=O)Nc2nc(-c3ccccc3)ns2)nc2sc3c(c2c1=O)CCC(C)C3 (centres undefined) was read as 14-3-3 PPI -12.7.
Screening Nc1nc(-c2cccnc2)nn1C(=O)c1ccco1 returned 14-3-3 PPI 7.4.
For CCCCN(C)C(=O)c1c[nH]c2ccc(S(=O)(=O)N(C)c3ccccc3CC)cc2c1=O the results were 14-3-3 PPI -6.9.
COCCc1nnc(N)s1 was read as 14-3-3 PPI 4.8.
Screening Cc1cc(N2CCC(C)CC2)c(F)cc1[N+](=O)[O-] returned 14-3-3 PPI 2.9.
Screening CCCCn1c(N(CCOC(C)=O)C(C)=O)nc2ccccc21 returned 14-3-3 PPI -3.2&-10.0.
Screening Cn1c(=O)c(Cc2cccc([N+](=O)[O-])c2)nc2ccccc21 returned 14-3-3 PPI -2.6.
COc1ccc2[nH]c(=O)c(CN(Cc3cccnc3)C(=O)Nc3ccccc3)cc2c1 was read as 14-3-3 PPI -6.2.
Screening CN1C=CC(=Cc2cc[n+](C)c3ccccc23)c2ccccc21 returned 14-3-3 PPI -217.1.
For CCCc1ccc(-c2ccc(C#N)cc2)nc1 the results were 14-3-3 PPI -5.4.
`CC1CC(C)CN(S(=O)(=O)c2ccc(C(=O)Nc3nc(-c4ccccn4)cs3)cc2)C1` (centres undefined) gave 14-3-3 PPI -9.4.
`O=C(CC(NS(=O)(=O)c1ccc(Cl)cc1)c1ccco1)NCC1CCCO1` (centres undefined) gave 14-3-3 PPI 1.5.
CCC(C)Nc1nc2c(c(=O)n(C)c(=O)n2C)n1Cc1ccccc1 (centres undefined) was read as 14-3-3 PPI -1.8.
For COC(=O)c1c(C)oc2ccc(OC(=O)c3cccc([N+](=O)[O-])c3)cc12 the results were 14-3-3 PPI 0.4.
For CN(C)C(=O)Nc1ccc(F)cc1F the results were 14-3-3 PPI -0.7.
O=c1oc2ccccc2cc1-c1cn2cc(Cc3cccc(C(F)(F)F)c3)sc2n1 was read as 14-3-3 PPI -11.2.
For CCOc1ccc(-c2nnc(NC(C)=O)s2)cc1 the results were 14-3-3 PPI -6.2.
Screening CCS(=O)(=O)CCSc1nc(-c2ccc(Br)cc2)cc(-c2ccccc2)c1C#N returned 14-3-3 PPI -7.2.
CCOc1ccc(/C(O)=C2\C(=O)C(=O)N(Cc3cccnc3)C2c2ccccc2F)c(C)c1 (centres undefined) was read as 14-3-3 PPI -15.9.
Screening CCOC(=O)N1CCN(C(=O)C2CC(c3ccc(F)cc3)=NO2)CC1 (centres undefined) returned 14-3-3 PPI -4.2.
CCOC(=O)c1nn2c(C(F)(F)F)cc(-c3ccc(C)cc3)nc2c1Cl was read as 14-3-3 PPI -3.2.
CCOC(=O)N1CCN(C(=O)CN(Cc2ccc(Cl)cc2)S(C)(=O)=O)CC1 was read as 14-3-3 PPI -2.9.
`CCOc1ccc(N2C(=O)CC(NC3CCCCC3)C2=O)cc1` (centres undefined) gave 14-3-3 PPI -1.7.
CCOc1ccc(-c2cn3ccsc3n2)cc1 was read as 14-3-3 PPI -9.9.
`CCOC(=O)N1CCC(NC(=O)CCC(=O)N2CC(C)Oc3ccc(C)cc32)CC1` (centres undefined) gave 14-3-3 PPI -6.1.
For CCCOc1ccc(Cc2nn3c(=O)/c(=C/c4ccco4)sc3nc2=O)cc1 the results were 14-3-3 PPI -0.9.
`CCOC(=O)c1c(C)n(-c2ccccc2)c2ccc(OC(=O)c3cc(OC)cc(OC)c3)cc12` gave 14-3-3 PPI -3.7.
Cc1ccc(Cl)cc1NC(=O)Cn1cccc1 was read as 14-3-3 PPI -5.5.
Screening O=C(COC(=O)CCc1c[nH]c2ccccc12)NC1CCS(=O)(=O)C1 (centres undefined) returned 14-3-3 PPI -1.0.
`CCN(CC)C(=O)c1cncc(C(=O)N(CC)CC)c1-c1ccccc1` gave 14-3-3 PPI -1.2&3.4.
For COc1ccc(OC)c(NC(=O)C2CCCN2C(=O)OCc2ccccc2)c1 (centres undefined) the results were 14-3-3 PPI 5.8.
O=C(Nc1ccc(-c2nc3cc(Cl)ccc3o2)cc1)c1cc([N+](=O)[O-])ccc1Br was read as 14-3-3 PPI -127.8.
O=C1CSc2ccc(C(=O)NCCC3=CCCCC3)cc2N1 was read as 14-3-3 PPI 3.4.
`O=C(NCc1ccc2c(c1)OCO2)c1cccc(Cl)c1` gave 14-3-3 PPI -4.4.
`CSc1cccc(NC(=O)C2C3C=CC4(O3)C2C(=O)N(C2CC2)C4C(=O)NC2CCCCC2)c1` (centres undefined) gave 14-3-3 PPI 1.8.
CCOc1cc(-c2ccc(OC)cc2)cc(=O)c2c(C)oc(C)c12 was read as 14-3-3 PPI -3.9.
Screening CC1=C(C(=O)OC2CCCC2)C(c2ccc(C)cc2)C2=C(CC(C)(C)CC2=O)N1 (centres undefined) returned 14-3-3 PPI 3.7.
For O=C(NCc1ccco1)Nc1ccc(Br)cc1 the results were 14-3-3 PPI 5.2.
For Cc1cccc2cc3c(nc12)SC(=NCC1CCCO1)N(Cc1ccco1)C3 (centres undefined) the results were 14-3-3 PPI -8.7.
For Cc1ccc(S(=O)(=O)Nc2ccccc2CNc2ccccc2Br)cc1 the results were 14-3-3 PPI -0.7.
For O=C(c1ccc2nc3cc(Cl)ccc3c(=O)n2c1)N1CCN(c2ccccc2)CC1 the results were 14-3-3 PPI -1.2.
`CCCn1c(=O)c2ccccc2n2c(SCCOc3ccccc3)nnc12` gave 14-3-3 PPI -2.0.
Cc1cc(NCc2ccc(F)cc2Cl)n2nnnc2n1 was read as 14-3-3 PPI -3.2.
`Cc1cccc(-n2ccnc2SCC(=O)Nc2cccc(Cl)c2)c1C` gave 14-3-3 PPI -3.7.
`CC1CCN(c2cc(N3CCN(C(=O)c4ccccc4)CC3)c([N+](=O)[O-])cc2F)CC1` gave 14-3-3 PPI -13.3.
For O=C(NC1CCCC1)C1CCCN1C(=O)Nc1ccccc1Cl (centres undefined) the results were 14-3-3 PPI -0.1.
For CC(C)c1nnc(NC(=O)CCS(=O)(=O)c2nc(-c3cccs3)cc(C(F)(F)F)n2)s1 the results were 14-3-3 PPI -9.4.
Screening O=c1cc(Nc2cccc(C(F)(F)F)c2)[nH]c(=O)[nH]1 returned 14-3-3 PPI 0.6.
Screening CC(=O)N1CCCc2cc(S(=O)(=O)Nc3ccc4c(c3)OCO4)ccc21 returned 14-3-3 PPI -1.2&-16.2.
For O=C(CSc1nc2ccsc2c(=O)n1Cc1ccccc1)c1ccccc1 the results were 14-3-3 PPI 0.4.
`CC(=O)c1cccc(NC(=O)NC(C)C2CCCO2)c1` (centres undefined) gave 14-3-3 PPI 2.0.
For CC1=C(C(=O)OC2CCCCC2)C(c2ccc(C)cc2)n2ncnc2N1 (centres undefined) the results were 14-3-3 PPI 6.9.
Screening COc1ccc(C2=NC(C(F)(F)F)(C(F)(F)F)N=C(N3CCCCC3)O2)cc1 returned 14-3-3 PPI -9.9.
N#Cc1c(N)nc2sc(C(=O)c3ccc(Cl)cc3)c(N)c2c1-c1ccccc1I was read as 14-3-3 PPI -6.7.
For CCOC(=O)N1CCC(NC(=O)c2cc3c(-c4ccc(OC)c(OC)c4)nn(C)c3s2)CC1 the results were 14-3-3 PPI 0.0.
Screening CCc1ccc2nc(N3CCC(C(=O)NCCN4CCCCCC4)CC3)sc2c1 returned 14-3-3 PPI -13.7.
`CC1CC(=O)C=C(O)C1C(=O)OC(C)(C)C` (centres undefined) gave 14-3-3 PPI -11.3.
Screening O=c1oc2c(-c3ccc(F)cc3)cc(O)cc2s1 returned 14-3-3 PPI -4.4.
For Cn1c(=O)c2cc(C(=O)Nc3cccc(Cl)c3)sc2c2ccc(Cl)cc21 the results were 14-3-3 PPI -5.3.
O=C(c1ccccc1)c1cccc(N2C(=O)C3C4C=CC(C4)C3C2=O)c1 (centres undefined) was read as 14-3-3 PPI -1.6.

By substructure, those above containing an aryl thioether with sulfur outside any ring (ten)
`CCOC(=O)Cc1csc(NC(=O)CSc2nnc(-n3nc(C)cc3C)c3ccccc23)n1` gave 14-3-3 PPI -0.3.
CCNc1nc(NC(C)C)nc(SCCOc2ccc(C)cc2)n1 was read as 14-3-3 PPI -4.9.
`Cc1cc2nnc(SC3CCOC3=O)n2c2ccccc12` (centres undefined) gave 14-3-3 PPI -4.5.
Screening COC(=O)c1ccc(CSc2nc(-c3ccco3)nc3c2c(=O)n(C)c(=O)n3C)o1 returned 14-3-3 PPI -36.5.
C=CCn1c(SCC(=O)Nc2nc(-c3ccccc3)ns2)nc2sc3c(c2c1=O)CCC(C)C3 (centres undefined) was read as 14-3-3 PPI -12.7.
Screening CCS(=O)(=O)CCSc1nc(-c2ccc(Br)cc2)cc(-c2ccccc2)c1C#N returned 14-3-3 PPI -7.2.
`CSc1cccc(NC(=O)C2C3C=CC4(O3)C2C(=O)N(C2CC2)C4C(=O)NC2CCCCC2)c1` (centres undefined) gave 14-3-3 PPI 1.8.
`CCCn1c(=O)c2ccccc2n2c(SCCOc3ccccc3)nnc12` gave 14-3-3 PPI -2.0.
`Cc1cccc(-n2ccnc2SCC(=O)Nc2cccc(Cl)c2)c1C` gave 14-3-3 PPI -3.7.
For O=C(CSc1nc2ccsc2c(=O)n1Cc1ccccc1)c1ccccc1 the results were 14-3-3 PPI 0.4.

(further entries)
Cc1cc2cc(CCNS(=O)(=O)c3ccc(F)cc3)c(=O)[nH]c2cc1C was read as 14-3-3 PPI 1.6.
O=C(CSc1nc2ccccc2c(=O)n1C1CCCCC1)N1CCCc2ccccc21 was read as 14-3-3 PPI -2.6.
Screening COc1ccccc1NC(=O)c1sc2ncn(C)c(=O)c2c1C returned 14-3-3 PPI -0.1.
For CC(C)NC(=O)c1nn2c(C(F)(F)F)cc(-c3ccco3)nc2c1Br the results were 14-3-3 PPI -10.2.
CCN(CC)C(=O)Cn1c(=O)sc2ccccc21 was read as 14-3-3 PPI -1.2.
`COc1cc2c(cc1OC)C(COc1ccc3c(C)cc(=O)oc3c1)N(C(=O)CC(C)C)CC2` (centres undefined) gave 14-3-3 PPI -4.9.
Screening Cc1ccc2[nH]c(=O)c(CN(CCCN3CCOCC3)C(=O)NC3CCCCC3)cc2c1 returned 14-3-3 PPI 1.1.
Screening CCc1ccc(C2=NC(C(C)C)NC(c3cc(Br)ccc3O)C2)cc1 (centres undefined) returned 14-3-3 PPI -15.6.
For CCCc1c(C)c2cc(C)ccc2[nH]c1=O the results were 14-3-3 PPI -9.6.
Screening CCn1c(=NC(=O)c2ccc(S(=O)(=O)N(C)c3ccccc3)cc2)sc2cc([N+](=O)[O-])ccc21 returned 14-3-3 PPI -13.0.
`COc1ccc(NC(C)c2ccccc2)cc1` (centres undefined) gave 14-3-3 PPI -69.6.
For COc1ccc(O)c(C2=Nc3ccccc3N=C(c3ccc([N+](=O)[O-])cc3)C2)c1 the results were 14-3-3 PPI 4.8.
Screening CCc1ccc2[nH]c(=O)c(CN(CCCN3CCOCC3)C(=O)Nc3ccc(Cl)cc3)cc2c1 returned 14-3-3 PPI 0.2.
CCC(=O)N1CCc2cc(S(=O)(=O)NCCC(C)C)ccc21 was read as 14-3-3 PPI 2.6.
CCC(C)NC(=O)Cn1nc(-c2ccccc2)ccc1=O (centres undefined) was read as 14-3-3 PPI 2.8.

Next section; it opens with the two that closed the last part.
CCC(=O)N1CCc2cc(S(=O)(=O)NCCC(C)C)ccc21 was read as 14-3-3 PPI 2.6.
CCC(C)NC(=O)Cn1nc(-c2ccccc2)ccc1=O (centres undefined) was read as 14-3-3 PPI 2.8.
For COc1ccc(NC(=O)c2sc3nc4c(cc3c2N)CCCC4)cc1Cl the results were 14-3-3 PPI -1.0.
CC(C)(C)c1ccc(OCC(=O)Nc2ccc3nn(-c4ccc(Cl)cc4)nc3c2)cc1 was read as 14-3-3 PPI -6.8.
For O=C(NC1CCS(=O)(=O)C1)c1cccc(S(=O)(=O)N2CCCCC2)c1 (centres undefined) the results were 14-3-3 PPI -5.7.
For CC1=C(C(=O)Nc2ccc(C)cn2)C(c2ccc(C)cc2)C2=C(CC(C)(C)CC2=O)N1 (centres undefined) the results were 14-3-3 PPI -12.9.
For CC(C)CCNC(=O)NC(=O)COC(=O)C1=COCCO1 the results were 14-3-3 PPI -0.4.
`COc1ccc(S(=O)(=O)N(CC(=O)Nc2cccc(Cl)c2C)c2ccc(C)cc2)cc1OC` gave 14-3-3 PPI 3.9.
Screening c1ccc(Cc2nc(NCc3ccccn3)c3c4c(sc3n2)CCCC4)cc1 returned 14-3-3 PPI -5.6.
CCN(c1ccccc1)S(=O)(=O)c1ccc(NCC2COc3ccccc3O2)nc1 (centres undefined) was read as 14-3-3 PPI -14.4.

Source: PubChem (Emory University Molecular Libraries Screening Center)

An excerpt, so the mix of outcomes need not match the whole.
